Bioassay records (PubChem BioAssay)
Wnt bcat act = activates Wnt/beta-catenin signaling in a reporter cell assay. activator, plate reader. activation, % at 9.35 µM. hit rate 1.2% among 300,000. AID 743398; in the data active = activation above about 30%, passing the limit was not always enough;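 note: 0% = neutral control wells and 100% = positive control wells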
Active calls of the source: *; & = joins results of further samples.

SMILES	Wnt bcat act
CN1CCN(c2ccc(CNS(=O)(=O)Cc3cccc(C(F)(F)F)c3)cc2)CC1	-2.2
CCC(CC)C(=O)N(C)c1c(C)nc2c(OCCOc3ccc(F)cc3)cccn12	-5.6
O=C(OCC(=O)N1CCC(Cc2ccccc2)CC1)c1ccc(O)cc1	-0.2
CN(C)CCNc1ncnc2c1ncn2[C@H]1CN(Cc2cccnc2)C[C@@H](CO)O1	-1.2
CCN(CC)C(=O)C1=C(C)N(Cc2ccc(F)cc2)C(=O)C(CC(=O)NCc2cccc3ccccc23)C1 (centres undefined)	-3.0
CCc1nc2c(OCCn3cccc3)cccn2c1N(C)C(=O)CC(C)C	-1.6
C[C@H]1CN([C@@H](C)CO)C(=O)CCCn2nncc2CO[C@@H]1CN(C)C(=O)NC1CCCCC1	-0.5
NC(=O)c1cccc(-c2csc(C(O)c3ccccc3)n2)c1 (centres undefined)	1.9
CSc1ccc(CN2CCC(C)(Oc3ccc(F)cc3)C2)cc1 (centres undefined)	0.3
C#CCN(C[C@H]1[C@H](OC(=O)NC2CC2)[C@H](OC(=O)NC2CC2)C[C@H]2C(=O)N(c3ccccc3)C(=O)[C@@H]12)S(=O)(=O)c1ccc(C)cc1	-0.8
COc1ccc(Cl)c(-c2cc(C(=O)Nc3ccc(F)cc3)[nH]n2)c1	2.1
O=C(Nc1ccc(F)c(Cl)c1)Nc1nnc([C@@H]2O[C@H](CO)[C@@H](O)[C@H]2O)s1	-1.1
Nc1n[nH]c(C2CC2)c1N=Nc1ccc(Cl)c(Cl)c1	6.3
COc1ccc(-n2ncc(C(C)NS(=O)(=O)c3cc(C)sc3C)c2C)cc1 (centres undefined)	-1.9
Cc1noc(C)c1NC(=O)N(C)C[C@@H]1OCc2cn(nn2)CCCC(=O)N([C@@H](C)CO)C[C@H]1C	-1.1
C[C@@H]1CN([C@H](C)CO)C(=O)CCCn2nncc2CO[C@@H]1CN(C)S(=O)(=O)c1ccccc1	-3.5
CSC[C@H]1CN(CCc2ccccc2)C(=O)[C@@H]1CC(=O)Nc1ccccc1	-1.8
COc1cc(OC)nc(C(NC(=O)C2CCN(Cc3ccc(Oc4ccccc4)cc3)CC2)c2ccccc2C)n1 (centres undefined)	-2.7
COc1cccc(NC(=O)C2CCN(S(=O)(=O)c3ccc(N4CCCC4=O)cc3)CC2)c1	-3.3
CN1CCC(N2CCN(C3CN(Cc4cn(Cc5ccc(C(F)(F)F)cc5)nn4)S(=O)(=O)C3)CC2)CC1 (centres undefined)	-5.2
COC(=O)c1sc(-c2ccc(C(C)(C)C)cc2)cc1NC(=O)CCC(=O)O	-0.9
O=C(O)c1cccc(C(=O)O)c1S(=O)Cc1ccccc1 (centres undefined)	0.9
COc1cccc(-c2cc3nc(NCc4ccccc4OC)n(C)c(=O)c3s2)c1	5.1
CC1(C(=O)NS(=O)(=O)c2cccc(Cl)c2)CCN1C(=O)CCc1ccc(Cl)cc1Cl (centres undefined)	-4.3
O=c1[nH]c(=O)n2ncnc2[nH]1	-1.0
C[C@H]1CN([C@@H](C)CO)C(=O)c2cc(Br)cnc2O[C@@H]1CN(C)C(=O)NC1CCCCC1	-1.9
O=C1C=C(C#Cc2ccc(Oc3ccccc3)cc2)C[C@@H](c2ccc(F)cc2)C1	-0.6
COc1ccc(-c2c(N)cnc(C(=O)O)c2C)c(OCc2ccccc2)c1OC	-1.7
CCOC(=O)C1=CCN(S(=O)(=O)c2ccccc2Cl)C1c1cccc(Br)c1 (centres undefined)	-2.0
CC(=O)O[C@@H]1C[C@H](c2ccccc2)OC(=O)CCCCC1=O	-0.4
CC(=O)Nc1ccc(NC(=O)c2ccc(-c3ccnn3C)c3ccoc23)cc1	-3.4
O=C(C(=O)N1CCN(C(=O)c2ccco2)CC1)c1cc2ccccc2o1	-1.3
COCc1cc(N2CCN(C(=O)OC(C)(C)C)C[C@H]2C)ccc1N1CCN(Cc2ccccc2)[C@@H](C)C1	-8.0
CCCc1c(C(=O)N/N=C(\C)c2ccc(CC(C)C)cc2)nnn1-c1nonc1N	-5.5
CC(C)C[C@H]1CNC(=S)N1C[C@H]1CCCN1C[C@H](Cc1ccccc1)N1C[C@H](Cc2ccc(O)cc2)N(CC2CCCCC2)C1=S	-9.4
Fc1ccc(Oc2ccnc(Cl)n2)c(Cl)c1	44.4*
Fc1ccc(CCn2c(Cn3c(-c4cnccn4)nc4ccccc43)nc3ccccc32)cc1	-3.9
CCOC(=O)C1(C)CCCN1C(=O)c1ccc(OC)c(OC)c1 (centres undefined)	-1.5
C[C@@H]1CN([C@@H](C)CO)C(=O)c2cc(Br)cnc2O[C@@H]1CN(C)C(=O)Nc1ccc(F)cc1	-1.6
Cc1cc2c(s1)c1cnn(CC(=O)NCCc3ccccc3)c(=O)c1n2C	-7.3
COC(=O)[C@@]12C[C@@H](CC(=O)N3CCC(c4ccccc4)CC3)C(=O)N(Cc3cccc4ccccc34)C1=CCC(C)(C)C2	-3.9
CCc1nc2ccc(C(=O)NCc3ccc(OC)cc3)cn2c1N(C)CCC(C)C	-3.2
COc1cccc(/C=C/C(=O)OCC(=O)NC2CCCCCC2)c1	-2.8
Fc1ccc(CN2CCN(c3ncc(Cc4ccccc4)cn3)CC2)c(Cl)c1	-14.9
COc1cc(C(C)n2nnc3ccccc32)ccc1O (centres undefined)	-2.3
COc1ccc(OC)c(C=C2CCc3ccccc3C2=O)c1	-0.8
CCc1c(C)c(C#N)c2nc3ccccc3n2c1NCCCN(C)C	1.3
COc1cccc(-c2ncn(CCc3ccccc3OC)c2CC(C)C)c1	-15.2
CC1C(=O)N(Cc2cn(Cc3ccco3)nn2)CCS(=O)(=O)N1Cc1ccc(-c2ccccc2C(F)(F)F)cc1 (centres undefined)	-1.9
CC(=O)N1C[C@@H](CO)[C@@H](N(C)C(=O)c2ccco2)C[C@H]1c1ccccc1	0.0
CCOC(=O)C1=C(C)N=c2sc(=Cc3ccc(OCC(=O)O)cc3)c(=O)n2C1c1ccc(SC)cc1 (centres undefined)	-1.5
CCC(CC)C(C(=O)NCc1ccccc1)N(C)Cc1ccc(Cl)c(Cl)c1 (centres undefined)	-13.1
COc1cc(F)ccc1-c1cc(C(=O)Nc2cc(OC)c(OC)c(OC)c2)[nH]n1	1.2
CCOC(=O)CN1C(=O)N2C[C@H]3CON(C)[C@H]3C[C@H]2c2ccccc21	-1.3
CC(C)N1CCCC(C)(C(=O)Nc2ccccc2)C1 (centres undefined)	-1.8
CC(C)COC(=O)N1CCCCC1c1cc(C(=O)NCc2ccccc2)no1 (centres undefined)	0.6
Nc1nc(Cl)nc2c1ncn2C1CCC(CO)O1 (centres undefined)	2.2
Cc1cn([C@H]2C[C@H](O)[C@@H](CNC(=O)[C@@H]3CCCN3Cc3ccccc3)O2)c(=O)[nH]c1=O	-1.7
CCCNC(=O)C1(C)CCN1C(=O)C/C=C/c1ccccc1 (centres undefined)	-0.3
NC(c1csc(NC(=O)c2cccc(OC(F)(F)F)c2)n1)c1ccccc1Cl (centres undefined)	-1.0

(further entries)
SMILES	Wnt bcat act
CCN(CC)C(=O)c1cccc(-c2csc(C(NC(C)=O)c3cccc(OC)c3)n2)c1 (centres undefined)	-1.0
COc1ccc([C@H]2N[C@]3(CCCN(Cc4ccc(Br)cc4)C3=O)[C@H]3C(=O)N(Cc4ccccc4)C(=O)[C@@H]23)cc1	-1.7
CC(C)C[C@@H](CN1CCC[C@H]1CN1C(=O)C(=O)NC[C@@H]1Cc1ccccc1)N1C[C@H](Cc2ccc(O)cc2)N(CC2CCCCCC2)C(=O)C1=O	-7.3
CN(c1ccc(NC(=O)CCc2cn(Cc3ccc(Br)cc3)c3ccccc23)cc1)c1ccccn1	-5.0
Cc1noc(C)c1S(=O)(=O)Nc1ccc2c(c1)C(=O)N([C@@H](C)CO)C[C@@H](C)[C@@H](CN(C)CC1CCCCC1)OCCCC[C@@H](C)O2	-2.8
COC(=O)c1sccc1NC(=O)CC1C(=O)NCCN1C(=O)Nc1cc(Cl)ccc1OC (centres undefined)	3.1
Cc1ccc([C@H]2C[C@H](O)[C@@H](n3cc(C4CC4)nn3)CN2Cc2cccs2)cc1	1.4
COc1ccc(-c2ccccc2C2Cc3nnccc3CN2C(=O)Nc2ccccc2)cc1 (centres undefined)	-2.1
O=C1CCCC2=C1C1(CCCC1)N=C(Nc1nc3ccccc3o1)N2	-1.7&-4.1
CCC(=O)N1CCC1(C)C(=O)Nc1ccc(C)c(C)c1 (centres undefined)	-1.8
COc1ccc(C(=O)C2CCCN(C(=O)c3csc(SC)n3)C2)cc1F (centres undefined)	4.4
COc1ccccc1Cc1c(-c2ccc(OC)c(OC)c2)nc2cc(C)c(Br)c(C)n12	-2.9
CCCCNc1c(-c2ccc(F)cc2)nc2nc(C)cc(C)n12	-1.2
COC(=O)c1ccc(CSc2nc3c(c(=O)[nH]2)CCC3)cc1	1.7
CCCCCCCCSC1=CC(=O)C(OC)=C(OC)C1=O	-10.3
COC(=O)c1c(C)noc1-c1snnc1C	12.8
CCN(CC)C(=O)C1=C(C)N(Cc2ccccc2)C(=O)C(CC(=O)NCCCCc2ccccc2)C1 (centres undefined)	-0.2
Cc1cc(OCC(=O)OCC(=O)N2CCCCC2)ccc1Cl	-0.8
COc1cc(OC)nc(Nc2nc(C(N)Cc3ccc(C(F)(F)F)cc3)cs2)n1 (centres undefined)	-10.4
CC1=C(C(=O)N(C)C)CC(CC(=O)NCc2cccs2)C(=O)N1CCC1=CCCCC1 (centres undefined)	1.7
COc1ccc(NC(=O)C2(C)CCCN(C(C)C)C2)cc1OC (centres undefined)	-1.1
CCOC(=O)C1(C)CCCN1C(=O)c1ccc(C)cc1 (centres undefined)	0.0
Cc1cccc(C(O)c2ncc(-c3ccc4ccccc4c3)[nH]2)c1C (centres undefined)	1.7
CCOC(=O)N1CCc2c(sc(NC(=O)CN3CCOCC3)c2C#N)C1	3.1
CCOC(=O)C1=C(C(=O)OCC)C2N(Cc3ccc(C#N)cc3)c3ccccc3[C@@]23C[C@@H](C(=O)OC)N(S(=O)(=O)c2ccc(F)cc2)C3=N1 (some centres undefined)	-3.3
COc1ccc(OC)c(CNC(=O)c2[nH]c(C(F)(F)F)nc2-c2ccccc2)c1	-1.7
O=C(CCCCCN1C(=O)c2cccc([N+](=O)[O-])c2C1=O)NCCc1ccccc1	1.7
O=C(NCc1cccs1)c1ccc2sc(COCCO)nc2c1	1.6
COc1ccc(OC)c2c1C(=O)c1ccccc1C2=O	8.9
c1ccc(COc2ccc(-c3cc4nc(NCCN5CCOCC5)ccn4n3)cc2)cc1	-2.7
CN(C)c1cccc(CNC(=O)c2csc([C@@H]3O[C@H](CO)[C@H](O)[C@H](O)[C@H]3O)n2)c1	-2.2
CCN(C)C1CN(Cc2cn(CCCOC)nn2)S(=O)(=O)C1 (centres undefined)	-3.0
COc1ccc(-c2cc3nc(NCCCN(C)C)n(C)c(=O)c3s2)c(C)c1	-0.6
CC1(C(=O)NS(=O)(=O)c2cccc(Cl)c2)CCN1C(=O)C1(c2ccccc2)CC1 (centres undefined)	-0.4
CCOC(=O)[C@@H]1[C@H]2COc3ccccc3[C@@H]2N2C(=O)N(c3ccc(Br)cc3)C(=O)[C@@]12C	-0.4
C#CCNC(=O)C[C@@H]1C[C@@]2(C(=O)OCC)CCCC=C2N(Cc2ccccc2)C1=O	2.2

An excerpt from further up, for reference:
SMILES	Wnt bcat act
Cc1noc(C)c1S(=O)(=O)Nc1ccc2c(c1)C(=O)N([C@@H](C)CO)C[C@@H](C)[C@@H](CN(C)CC1CCCCC1)OCCCC[C@@H](C)O2	-2.8
COC(=O)c1sccc1NC(=O)CC1C(=O)NCCN1C(=O)Nc1cc(Cl)ccc1OC (centres undefined)	3.1
Cc1ccc([C@H]2C[C@H](O)[C@@H](n3cc(C4CC4)nn3)CN2Cc2cccs2)cc1	1.4
COc1ccc(-c2ccccc2C2Cc3nnccc3CN2C(=O)Nc2ccccc2)cc1 (centres undefined)	-2.1

Carrying on:
SMILES	Wnt bcat act
CCOC(=O)C(C)(C)CC#CCN(CC#Cc1ccccc1)S(=O)(=O)c1ccc(C)cc1	-1.8
Cc1cnc(C2OCCO2)c2cccc([N+](=O)[O-])c12	5.1
O=C(NCc1cc(Cl)cc(Cl)c1)c1csc(COCCO)n1	-4.6
Cc1nn2c(-c3cccc(NC(=O)CN4CCOCC4)c3)nnc2c2ccccc12	-1.2
CCOC(=O)Nc1ccc(N2CCOCC2)c(S(=O)(=O)Nc2ccc(Cl)cc2)c1	-6.8
COc1cc(OC)cc(-c2c(Sc3ccccc3)c3cc(-c4ccc(OC)nc4)ccc3n2C)c1	-7.3
COc1ccc(-c2ccc(C(=O)Nc3cccc(C(F)(F)F)c3)c3occc23)c(C)c1	-1.7
O=C(NCc1ccc(F)cc1)c1[nH]c(C(F)(F)F)nc1-c1ccccc1	-2.8
CC(C)N1CCC1(C)C(=O)Nc1ccc2scnc2c1 (centres undefined)	-0.9
COCc1c(C(=O)NCC(c2ccco2)N2CCCC2)oc2ccccc12 (centres undefined)	-4.1
Cc1ccc(S(=O)(=O)N2CCC(=O)N([C@H](COCc3cccc(C)c3)C(C)C)CC2)cc1	-0.8
C=C1C(=O)[C@]23C[C@H]1CCC2[C@@]1(C)C(C[C@@H]3O)[C@](C)(C(=O)O)CC[C@@H]1O (some centres undefined)	-7.3
CC1(C(=O)NS(=O)(=O)Cc2ccccc2C(F)(F)F)CCN1C(=O)c1cccc(F)c1 (centres undefined)	-0.7
CCN1C(=O)[C@H]2[C@@H](c3ccccc3)N[C@]3(CCCN(Cc4ccc(C)cc4)C3=O)[C@H]2C1=O	-3.8
CN(C)CCNc1cccc2sc3ccc(O)cc3c(=O)c12	5.4

Three entries already listed, ordered by their value in Wnt bcat act, high to low:
mol | Wnt bcat act
Cc1cnc(C2OCCO2)c2cccc([N+](=O)[O-])c12 | 5.1
CCOC(=O)C(C)(C)CC#CCN(CC#Cc1ccccc1)S(=O)(=O)c1ccc(C)cc1 | -1.8
O=C(NCc1ccc(F)cc1)c1[nH]c(C(F)(F)F)nc1-c1ccccc1 | -2.8

Rewritten field by field: part of the list above
CC(=O)N1C[C@@H](CO)[C@@H](N(C)C(=O)c2ccco2)C[C@H]1c1ccccc1
  Wnt bcat act: 0.0

CCOC(=O)C1=C(C)N=c2sc(=Cc3ccc(OCC(=O)O)cc3)c(=O)n2C1c1ccc(SC)cc1 (centres undefined)
  Wnt bcat act: -1.5

Some of the compounds tested. The share of hits here may be higher or lower than overall.
